aDG glyco act – activators of alpha-DG glycosylation, primary screen, uHTS, Pro5-aDG cells, AlphaScreen | activation, % at 10 µM | alpha-DG glycosylation AlphaScreen (IIH6); 0% Pro5, 100% B10-LARGE cell signal | AID 624168, 2012 | 0.22% of 360,000 active;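 active = activation of at least 8% versus controls, or a plate z-score of at least 8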;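 note: Pro5 are CHO cells carrying HIG-tagged alpha-DG that lacks glycosylation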
H9c2 protect – cardioprotection against H2O2-induced cell death, primary screen, uHTS, H9c2 cells, ATPLite luminescence | H9c2 cardiomyocytes, H2O2 injury protection, 2 h | protection from H2O2 cell death, % at 20 µM | 0.63% of 360,000 active | AID 588492, 2011;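 active = compounds giving at least 50% protection of heart cells from peroxide-induced death in the single-dose screen, raw or plate-pattern-corrected value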;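 note: 0% = DMSO wells with peroxide and 100% = DMSO wells without peroxide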
Vif inh – HIV Vif self-association inhibitors, primary screen, imaging, HEK293T, single point | AID 602346, 2012 | HEK293T cells, Vif self-association by quenched fluorescence, 24 h | 0.35% of 340,000 active | inhibition, % at 7.49 µM; in the data active = inhibition above about 50%, passing the limit was not always enough; note: some results filed as inactive read as strong as hits
CaV13 ICDI inh – Disruptors of the CACNA1D IQ motif to Ca2+-dependent inactivation inhibitor domain association, primary screening, Förster resonance energy transfer in intact living …; AID 743397; 0.098% of 340,000 active; HEK cells, CFP/YFP FRET ICDI-IQ, plate reader, 10 min; percent FRET-ratio fall versus neutral wells; inhibition, % at 12.3 µM;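 active = mean replicate inhibition of at least 30% and at least 1% of replicates passing that level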;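 note: 0% = median of the neutral control wells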
iPSC survival up – enhancers of single-cell hiPSC survival, primary screen, ATPlite luminescence; AID 602274, 2012; 0.044% of 360,000 active; 100% = ROCK inhibitor wells, 0% = DMSO; survival enhancement, % at 20 µM; in the data active = survival enhancement above about 18%;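 note: cells exposed to compounds for 16 hours before the ATP read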
Exocytosis inh – LAMP-1 surface exposure blockers, TALL-104 cells – cell-based, flow cytometry, MLPCN library, primary screen; inhibition, % at 10 µM; 0.66% of 360,000 active; TALL-104 LAMP-1 surface exposure; cells stimulated with thapsigargin and PMA;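 active = inhibition above about 55%, limit read from the data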
HTR2A ag – mouse Htr2a agonists via beta-arrestin recruitment, primary screen, cell-based, luminescence; activation, % at 7.6 µM; AID 624169, 2012; CHO-K1 mHTR2A beta-arrestin complementation; percent of 30 µM serotonin response; 5-hydroxytryptamine receptor 2A (Mus musculus), P35363; 0.66% of 360,000 active;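 active = activation above a run cutoff, the mean activation of all tested compounds plus 3 SD, cut at about 14% in these data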;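 note: 0% = plate median of compound wells and 100% = 30 µM serotonin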
PDI inh – inhibitors of human PDI, primary screen, biochemical, turbidity, single point, plate reader. PDI insulin aggregation turbidity, A650, 90 min. inhibition, % at 10 µM. AID 588391, 2011. 0.052% of 350,000 active. Protein disulfide-isomerase (Homo sapiens), P07237;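 active = mean inhibition across replicates of 30% or more, whatever share of single replicates reach that level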;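 note: absorbance from insulin aggregation driven by PDI reduction with DTT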
Glyco luc inh – increase of ERlucT glycosylation luciferase signal, primary screen, N-linked glycosylation inhibitor project, D54 ERlucT cells, luminescence, set 2; 0.23% of 360,000 active; AID 588692, 2011; D54 ERlucT glycosylation luciferase reporter, 24 h; percent of 100 nM tunicamycin response; reporter increase, % at 12.5 µM;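 active = mean luciferase reporter signal, scaled so untreated is 0 and the glycosylation-blocking control 100, at or above a set limit in every replicate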;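 note: luciferase carries N-glycosylation sites so blocking glycosylation raises the light; 0% = median of neutral control wells and 100% = median of 100 nM tunicamycin wells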
ABCB6 inh 2 – ABCB6 transporter inhibitors, primary screen, K562-ABCB6 cells, flow cytometry, MLPCN library; ATP-binding cassette sub-family B member 6 (Homo sapiens), Q9NP58; K562-ABCB6 porphyrin accumulation, 1 h; stronger effect = lower value; fluorescence ratio to DMSO, % at 10 µM; 0.19% of 360,000 active; AID 602162, 2011;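 active = fluorescence ratio to DMSO below 75%, the collection mean minus 3 SD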;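 note: signal is porphyrin accumulated inside mitochondria; 100% equals median channel fluorescence of DMSO control wells; lower ratio means ABCB6 inhibition with less porphyrin fluorescence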
Target sequence (Q9NP58 whole entry, looked up): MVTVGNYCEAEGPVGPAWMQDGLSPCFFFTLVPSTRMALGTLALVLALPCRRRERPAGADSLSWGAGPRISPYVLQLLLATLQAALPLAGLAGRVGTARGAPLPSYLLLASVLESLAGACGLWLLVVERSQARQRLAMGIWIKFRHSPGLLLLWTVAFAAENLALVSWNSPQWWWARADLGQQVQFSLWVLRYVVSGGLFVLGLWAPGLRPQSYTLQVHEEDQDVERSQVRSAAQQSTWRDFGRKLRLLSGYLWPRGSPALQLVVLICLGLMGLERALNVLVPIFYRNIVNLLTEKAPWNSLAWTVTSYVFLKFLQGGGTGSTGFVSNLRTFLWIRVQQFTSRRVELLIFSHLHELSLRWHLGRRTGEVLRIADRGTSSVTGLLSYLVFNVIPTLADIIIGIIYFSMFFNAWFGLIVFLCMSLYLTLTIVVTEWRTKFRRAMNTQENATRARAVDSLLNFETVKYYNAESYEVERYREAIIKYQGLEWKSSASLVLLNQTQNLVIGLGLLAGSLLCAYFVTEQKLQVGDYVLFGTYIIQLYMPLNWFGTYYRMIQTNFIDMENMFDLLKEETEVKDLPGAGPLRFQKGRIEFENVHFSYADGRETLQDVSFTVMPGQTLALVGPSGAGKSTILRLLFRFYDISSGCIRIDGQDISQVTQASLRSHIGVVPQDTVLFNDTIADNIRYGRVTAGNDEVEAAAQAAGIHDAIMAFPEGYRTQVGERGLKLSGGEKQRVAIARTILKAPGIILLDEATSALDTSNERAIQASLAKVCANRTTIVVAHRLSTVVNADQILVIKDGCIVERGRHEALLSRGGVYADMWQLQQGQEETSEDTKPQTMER
Numbers without * were called inactive; · = no result given.

SMILES | aDG glyco act | H9c2 protect | Vif inh | CaV13 ICDI inh | iPSC survival up | Exocytosis inh | HTR2A ag | PDI inh | Glyco luc inh | ABCB6 inh 2
Cc1cccc(C2c3[nH]c4ccccc4c3CCN2C(=O)Cc2n[nH]c(C)n2)n1 (stereo unspecified) | -0.2 | 2 | -3 | -6 | -0.3 | -1 | 3 | 5 | 2 | 101
CN(C)CCNC(=O)Cc1ccc([N+](=O)[O-])cc1 | -0.1 | 0 | -3 | -19 | 1.2 | 6 | -1 | -2 | 2 | 100
CN(C1=NS(=O)(=O)c2ccccc21)c1ccc(OC(=O)c2ccncc2)cc1 | -0.6 | 3 | -1 | -2 | -0.3 | -1 | 1 | 12 | 0 | 204
COc1ccc(C(=O)n2nc(C)cc2Nc2ccccc2)cc1 | -0.3 | -6 | 2 | · | 0.1 | -4 | -3 | -3 | -1 | ·
O=C(CSc1nnc2ccccn12)Nc1ccc(N2CCOCC2)cc1 | 0.1 | 2 | 9 | -6 | -0.6 | -3 | 6 | -4 | 3 | 100
COc1ccc(S(=O)(=O)NCc2ccc(F)cc2)cc1OC | -0.3 | 10 | -5 | 1 | -1.6 | 0 | -4 | 1 | 0 | 103
COc1ccc(OC)c(C2C(C#N)=C(N)Oc3cc(N)ccc32)c1 (stereo unspecified) | 0.4 | 0 | 5 | -6 | -2.6 | 0 | -1 | -1 | 4 | 92
Cc1nc2nc(C)c(CCC(=O)Nc3ccc4c(c3)OCO4)c(C)n2n1 | 0.1 | 4 | 12 | -8 | 2.2 | 1 | 0 | 3 | 0 | 97
COc1ccccc1-c1sc2cc3c(cc2c1-c1ccc(O)cc1)OCO3 | 0.0 | -12 | -3 | -6 | -1.8 | 9 | -9 | 2 | -2 | 104
O=C1C(=O)N(Cc2ccco2)C(c2cccc(Cl)c2)/C1=C(\O)c1ccc2c(c1)OCCO2 (stereo unspecified) | -0.1 | 2 | 8 | · | -0.1 | -2 | -1 | -6 | 3 | 110
Cc1noc(C)c1CSc1nnc(-c2cc(Cl)ccc2Cl)n1N | 0.1 | -11 | 7 | -4 | -0.5 | 0 | -1 | 5 | 2 | 91
CCOC(=O)C1(CC2CCCCO2)CCN(C(=O)Nc2ccc(C)c(C)c2)CC1 (stereo unspecified) | -0.1 | 0 | 1 | 4 | -0.8 | 3 | -5 | 6 | -1 | 97
CCOc1ccccc1-n1c(=S)sc2c(=O)n(-c3ccc(F)cc3)c(SCC(=O)O)nc21 | -0.1 | 1 | -10 | -20 | -0.5 | -3 | -7 | -31 | 1 | 93
O=C(/C=C/c1cccc(F)c1)OCC(=O)N1CCc2ccccc21 | 0.0 | -8 | 13 | -15 | -0.4 | 0 | -1 | 14 | -2 | 95
Cc1cccc(C(=O)O[C@H]2[C@H](C)NS(=O)(=O)[C@H]3CC4C=C[C@]23O4)c1 | 0.9 | 3 | 5 | -3 | -0.8 | -10 | 10 | -5 | 1 | 97
FC(F)(F)c1cc(C(F)(F)F)n2nc(-c3sccc3-n3cccc3)cc2n1 | -0.3 | -10 | -3 | -6 | -1.4 | 0 | 2 | -6 | -3 | 100
COc1ccc2nc(SC)cc(C)c2c1 | 0.0 | 1 | -4 | -15 | -0.1 | -4 | 4 | 6 | 1 | 99
Cc1occc(=O)c1OC(=O)Nc1ccc(Cl)c(Cl)c1 | -0.2 | -20 | -4 | 0 | 2.0 | -7 | -2 | 5 | -10 | 93
Cn1cnc2c1c(=O)n(Cc1ccc(F)cc1Cl)c(=O)n2C | 0.2 | -9 | -11 | 6 | 1.1 | 0 | 4 | 13 | 2 | 87
O=c1c(-c2ccccc2)c(O)cc(-c2ccncc2)n1-c1ccc(Cl)cc1 | 0.3 | -3 | -1 | -2 | -1.1 | -1 | -1 | 6 | 0 | 64*
NNc1nc2cccnc2n(CCNc2ncc(C(F)(F)F)cc2Cl)c1=O | -0.3 | 1 | -10 | -5 | 0.0 | 0 | 0 | 5 | 6 | 103
CC(=O)c1cc(-c2ccccc2)n(CCC(=O)NC2CCCC2)c1C | -0.1 | -2 | -3 | 0 | 1.4 | 4 | 3 | 2 | 2 | 111
CCc1noc(C)c1C(=O)N1CCN(S(=O)(=O)c2cccc(C(F)(F)F)c2)CC1 | 0.1 | 15 | -1 | -3 | 0.2 | 1 | 1 | -37 | 0 | 100
c1ccc(-c2nnc3n2CCCC3)cc1 | 0.0 | -3 | -3 | -4 | -1.4 | 2 | 2 | -2 | 0 | 98
O=C(COC(=O)Cc1c(Cl)cccc1Cl)Nc1ccccc1-c1ccccc1 | -0.3 | -3 | 5 | -3 | -1.1 | -3 | 2 | 0 | -4 | 95
COc1ccc(NS(=O)(=O)c2ccc(NC(=O)c3ccc(N(C)S(C)(=O)=O)cc3)cc2)c(OC)c1 | 0.1 | -6 | -5 | -2 | -1.6 | -8 | -3 | -8 | -3 | 92
CC1CCCN(C(=O)Cn2nnc(-c3ccc(F)cc3)n2)C1 (stereo unspecified) | -0.1 | -6 | 1 | -4 | 1.7 | -10 | 4 | -6 | 0 | 103
CCN(C[C@H]1N[C@@](Cc2ccccc2)(C(=O)OC)[C@H]2C(=O)N(Cc3ccccc3)C(=O)[C@@H]12)C(=O)Nc1ccc(C(F)(F)F)cc1 | 0.0 | -46 | · | -7 | -2.6 | 17 | -3 | 10 | -8 | 97
O=C(NCc1nc2ccccc2[nH]1)C1=C[C@H](c2ccccc2)C[C@H](OCc2ccc(CO)cc2)O1 | 0.3 | 4 | -6 | -5 | -1.4 | 14 | -6 | 7 | -3 | 98
COc1ccc(CCNc2ccc(N3C(=O)CC(C)C3=O)cc2[N+](=O)[O-])cc1OC (stereo unspecified) | 0.8 | -17 | 0 | -5 | -0.7 | 2 | 8 | 8 | 1 | 92
COc1cc([N+](=O)[O-])ccc1NC(=O)NCc1ccccn1 | 0.0 | -1 | -7 | · | 0.0 | -3 | -9 | 2 | 0 | 93
O=C(COc1ccccc1Cl)N1CCN(C(=O)c2ccco2)CC1 | 0.2 | 3 | -19 | -2 | -0.4 | -6 | 8 | -5 | 0 | 95
CC(C)COC(=O)Cn1cnc2ccc(Br)cc2c1=O | 0.0 | 23 | 9 | · | -0.8 | -1 | 2 | 10 | 1 | 83
Cc1nnc(SCC(=O)NC2CC2)n1CCc1ccccc1 | 0.0 | -6 | -1 | · | -2.3 | 1 | 1 | 0 | -1 | 95
CCOc1cc(/C=N/N=C(N)N)ccc1OCc1ccc(Cl)cc1 | -0.9 | -11 | -3 | -5 | -4.0 | 23 | -6 | -1 | -13 | 98
CC(C)c1nnc(NC(=O)CCC(=O)Nc2ccc(Cl)cc2)s1 | -0.3 | 4 | -16 | -3 | -0.3 | -9 | -4 | -5 | 3 | 101
Cc1ccc2nc(N3CC(C)OC(C)C3)nc(-c3ccccc3)c2c1 (stereo unspecified) | 0.3 | -6 | -3 | -14 | 0.2 | 7 | -3 | 4 | -1 | 104
CC(C)(C)c1ccc(/C=N/NC(=S)NCc2ccccc2)cc1 | 0.0 | -11 | 6 | -5 | -0.5 | 0 | 0 | -16 | -3 | 95
Cc1cc(C)c(OCCCCN(C)Cc2ccccc2)c(C)c1 | 0.4 | -3 | 4 | -5 | -0.5 | 39 | -3 | -9 | -3 | 85
Cn1nccc1C(=O)OCC(=O)Nc1ccccc1Cl | 0.1 | 0 | 2 | -4 | -0.5 | -6 | 4 | 2 | -2 | 97

8 entries already listed, arranged by number of heavy atoms, ascending:
SMILES | aDG glyco act | H9c2 protect | Vif inh | CaV13 ICDI inh | iPSC survival up | Exocytosis inh | HTR2A ag | PDI inh | Glyco luc inh | ABCB6 inh 2
CN(C)CCNC(=O)Cc1ccc([N+](=O)[O-])cc1 | -0.1 | 0 | -3 | -19 | 1.2 | 6 | -1 | -2 | 2 | 100
Cn1nccc1C(=O)OCC(=O)Nc1ccccc1Cl | 0.1 | 0 | 2 | -4 | -0.5 | -6 | 4 | 2 | -2 | 97
CC1CCCN(C(=O)Cn2nnc(-c3ccc(F)cc3)n2)C1 (stereo unspecified) | -0.1 | -6 | 1 | -4 | 1.7 | -10 | 4 | -6 | 0 | 103
Cc1cccc(C(=O)O[C@H]2[C@H](C)NS(=O)(=O)[C@H]3CC4C=C[C@]23O4)c1 | 0.9 | 3 | 5 | -3 | -0.8 | -10 | 10 | -5 | 1 | 97
NNc1nc2cccnc2n(CCNc2ncc(C(F)(F)F)cc2Cl)c1=O | -0.3 | 1 | -10 | -5 | 0.0 | 0 | 0 | 5 | 6 | 103
CCOC(=O)C1(CC2CCCCO2)CCN(C(=O)Nc2ccc(C)c(C)c2)CC1 (stereo unspecified) | -0.1 | 0 | 1 | 4 | -0.8 | 3 | -5 | 6 | -1 | 97
O=C1C(=O)N(Cc2ccco2)C(c2cccc(Cl)c2)/C1=C(\O)c1ccc2c(c1)OCCO2 (stereo unspecified) | -0.1 | 2 | 8 | · | -0.1 | -2 | -1 | -6 | 3 | 110
O=C(NCc1nc2ccccc2[nH]1)C1=C[C@H](c2ccccc2)C[C@H](OCc2ccc(CO)cc2)O1 | 0.3 | 4 | -6 | -5 | -1.4 | 14 | -6 | 7 | -3 | 98

New compounds follow:
SMILES | aDG glyco act | H9c2 protect | Vif inh | CaV13 ICDI inh | iPSC survival up | Exocytosis inh | HTR2A ag | PDI inh | Glyco luc inh | ABCB6 inh 2
COc1ccc(NC(=O)c2ccccc2NS(=O)(=O)c2ccc(C)cc2)c([N+](=O)[O-])c1 | 0.7 | -2 | -13 | -2 | 3.3 | 2 | -3 | -3 | 1 | 103
O=c1[nH]c(-c2cccnc2)nc2sc(-c3ccccc3)cc12 | -0.3 | -17 | 7 | -2 | -1.2 | -1 | 1 | 18 | 19 | 103
O=C(/C=C/Nc1ccc(F)cc1)c1ccc(Oc2ncccn2)cc1 | 0.0 | -30 | -2 | · | -0.8 | 1 | -3 | 3 | 6 | 83
COC(=O)CS(=O)(=O)c1cccc2cccnc12 | -0.1 | -4 | -4 | -5 | 2.7 | 2 | 1 | -2 | 1 | 107
CCN(CC)c1ccc(C2CC(=O)NC3=C2C(=O)CC(C)(C)C3)cc1 (stereo unspecified) | -0.2 | -8 | 4 | -2 | -1.1 | 0 | -3 | 6 | 4 | 97
Nc1ccc(-n2nnnc2CN2CCOCC2)cc1 | -0.3 | -4 | 3 | -6 | -1.2 | -1 | 0 | -1 | -5 | 95
Cc1cc2ncn(S(=O)(=O)N(C)C)c2cc1C | -0.1 | 0 | -3 | -8 | -1.4 | 1 | 1 | 10 | 2 | 99
CC/C(O)=C1\C(=O)CC(C)(C)CC1=Nc1ccccc1C | 0.3 | -2 | 2 | -4 | 1.3 | -4 | -1 | -8 | -3 | 85
O=C(Nc1c(C(=O)N2CCC(N3CCCCC3)CC2)oc2ccccc12)c1c(F)cccc1F | -0.2 | 9 | -1 | -5 | -0.4 | 4 | -8 | 3 | -3 | 100
COc1ccc2c(c1)OC(O)(C(F)(F)C(F)F)CC2=O (stereo unspecified) | 0.0 | 0 | -5 | -7 | 6.6 | -1 | 6 | -4 | 2 | 98

High-throughput results deposited in PubChem BioAssay by several laboratories.
